Screens as filed in PubChem.
MBNL1 CUG block: inhibitors of human MBNL1 binding to CUG repeat RNA; TR-FRET MBNL1-His/biotin-(CUG)12 binding, 665/545 ratio; Potency, µM (titrated, usually from 57.5 µM), for the others: at the highest dose activity change, negative = inhibition, actives largely listed as inhibitors; 280,000 compounds, 0.036% hits; active = well fitted inhibition curve with a large enough effect in the signal ratio, with a control signal flat, not every such curve was filed as active; inconclusive = small, poorly fitted or top-dose-only effect, or effect the other way, or a change in a side signal; inactive = no such curve, though single readings can be large or run the other way; the % refers to the signal ratio; note: % is set by controls: 0 for no effect and ±100 for the full control effect
Target sequence (Q9NR56 whole entry, looked up): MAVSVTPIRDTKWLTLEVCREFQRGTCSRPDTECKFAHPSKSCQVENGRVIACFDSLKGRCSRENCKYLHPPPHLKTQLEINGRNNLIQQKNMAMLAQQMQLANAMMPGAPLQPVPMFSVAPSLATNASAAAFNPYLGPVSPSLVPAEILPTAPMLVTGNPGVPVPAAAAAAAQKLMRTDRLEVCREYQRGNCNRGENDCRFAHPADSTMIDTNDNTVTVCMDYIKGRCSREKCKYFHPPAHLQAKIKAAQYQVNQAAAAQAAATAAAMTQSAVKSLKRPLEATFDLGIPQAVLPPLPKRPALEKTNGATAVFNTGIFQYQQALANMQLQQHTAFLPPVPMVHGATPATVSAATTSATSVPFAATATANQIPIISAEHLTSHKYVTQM
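Ratiometric TR-FRET (665 over 545 nm, excitation 340 nm) tracks disruption of MBNL1-His/biotin-(CUG)12 complex after 60 min at room temperature, with compounds at 92 nM to 58 uM final.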
RORgamma inh: inhibitors of mouse ROR gamma transcriptional activity. Drosophila S2 Gal4-RORgamma UAS-luciferase reporter, 20 h. 310,000 compounds, 5.4% hits. P51450. Potency, µM (titrated, usually from 53.6 µM), for inactives: at the top dose activity change, negative = inhibition, usual class: inhibitors; note: % is set by controls: 0 for no effect and ±100 for the full control effect; nearly all actives have a fitted effect of over 60% in size
Target sequence (P51450 whole entry, looked up, the tested form may be a part): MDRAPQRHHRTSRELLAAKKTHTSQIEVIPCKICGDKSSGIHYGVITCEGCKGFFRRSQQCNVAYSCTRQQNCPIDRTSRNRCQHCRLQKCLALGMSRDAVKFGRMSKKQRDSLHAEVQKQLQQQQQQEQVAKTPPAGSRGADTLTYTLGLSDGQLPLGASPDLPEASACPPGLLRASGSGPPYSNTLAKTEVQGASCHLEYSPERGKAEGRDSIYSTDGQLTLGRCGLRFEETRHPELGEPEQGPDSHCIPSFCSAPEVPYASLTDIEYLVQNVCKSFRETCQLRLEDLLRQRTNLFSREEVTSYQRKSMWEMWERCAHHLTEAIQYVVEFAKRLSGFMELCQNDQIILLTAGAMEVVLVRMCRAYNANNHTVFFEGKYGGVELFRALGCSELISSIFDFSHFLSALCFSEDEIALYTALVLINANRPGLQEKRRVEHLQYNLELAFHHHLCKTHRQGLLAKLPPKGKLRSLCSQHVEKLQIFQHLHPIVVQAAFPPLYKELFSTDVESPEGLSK
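ROR gamma transcriptional activity was tracked as Gal4-UAS luciferase output in stably transfected Drosophila Schneider cells, with compound added 1 hr before 700 uM copper sulfate induction and a 20 hr ambient-temperature incubation.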
Rab9 promoter act: activates the Rab9 promoter; 320,000 compounds, 2.8% hits; Potency, µM (doses to about 9.22 µM), for the others: at the highest dose activation, negative = inhibition, usual class: activators; Huh7 Rab9 promoter-luciferase reporter, luminescence, 24 h; note: % of control where 0% means no effect; nearly all actives have a fitted effect of over 60% in size
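Measured in stably transfected Huh7 cells bearing a Rab9 promoter–luciferase construct: 24 h compound treatment at 37 °C, followed by luminescence detection.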
FLuc modulator: firefly luciferase modulation, counter-screen for miR-21 project. AID 588342. purified FLuc, Km substrates, luminescence inhibition. 360,000 compounds, 6.9% hits. P08659. Potency, µM (top dose mostly 57.5 µM), without a hit: at the top dose activity change, negative = inhibition, actives largely listed as inhibitors;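 note: plate controls were vehicle for no effect and reference inhibitor for full effect; nearly all actives have a fitted effect of over 55% in size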
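Biochemical qHTS of compounds, final roughly 60 µM downward over six points, against 10 nM purified firefly luciferase using Km concentrations of substrates (10 uM D-luciferin, 10 uM ATP) in Tris acetate pH 7.5 buffer; luminescence output.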
NPC1 promoter act: activators of NPC1 promoter. Huh7 NPC1 promoter luciferase reporter, 24 h. 320,000 compounds, 2.4% hits. Potency, µM (doses to about 9.22 µM), inactives show at the top dose activation, most hits filed as activators;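 note: % of control where 0% means no effect; nearly all actives have a fitted effect of over 60% in size; reporter is driven by a mutant NPC1 promoter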
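Compounds in DMSO were transferred onto Huh7 NPC1-luciferase reporter cells pre-incubated 2 h; after 24 h at 37 °C, Amplite reagent was dispensed and luminescence recorded 10 min later.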
uPA surface inh: cell surface uPA generation inhibition; cell surface uPA generation assay, qHTS; Potency, µM (titrated, usually from 38.3 µM), without a hit: at the top dose activity change, negative = inhibition, usual class: inhibitors; 330,000 compounds, 0.31% hits; active = well fitted inhibition curve with a large enough effect; inconclusive = small, poorly fitted or top-dose-only effect; inactive = no such curve, though single readings can be large or run the other way; tested in mouse RAW 264.7 cells; note: % is set by controls: 0 for no effect and ±100 for the full control effect; nearly all actives have a fitted effect of over 55% in size
Gal4-VP16 FLuc: counter-screen for ROR gamma inhibitors: Gal4-VP16 reporter; Drosophila S2 Gal4-VP16 UAS-luciferase, luminescence, 20 h; Potency, µM (doses to about 53.6 µM), without a hit: at the top dose activity, negative = inhibition, usual class: inhibitors; 310,000 compounds, 3.5% hits; AID 2546;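 note: Gal4-VP16 expression switched on by copper sulfate through the metallothionein promoter; % is set by controls: 0 for no effect and ±100 for the full control effect; nearly all actives have a fitted effect of over 50% in size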
ELG1 genotoxic: induces genotoxicity in HEK293T cells with luciferase-tagged ELG1; 330,000 compounds, 1.3% hits; Potency, µM (highest dose often 46 µM), for the others: top-dose activity change, positive = activation, actives largely listed as activators; HEK293T ELG1-luciferase reporter, luminescence, 16 h; note: % of control where 0% means no effect; nearly all actives have a fitted effect of over 60% in size
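Screening used a luciferase reporter fused to human ELG1 in HEK293T cells. Luminescence was read on a CCD plate imager after 16 hr exposure and 30 min ONE-Glo incubation.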
BRCA1 expr act: activators of BRCA1 expression | Potency, µM (series often up to 46.1 µM), inactives show at the highest dose activation, hits mostly activators | AID 624202 | MCF7-BRCA1-FFLuc reporter, luminescence, 48 h; response scale: scaled: vehicle 0%, 10 µM genistein 100% | 380,000 compounds, 1.1% hits; note: nearly all actives have a fitted effect of over 80% in size; some results filed as inactive show a strong effect at the top dose
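Quantitative HTS in MCF7 cells stably reporting BRCA1 expression via firefly luciferase. Compound treatment lasts 48 h at 37 °C in phenol-red free MEM. Activation is expressed relative to genistein at 10 microM and DMSO.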
p53 reactivation: mutant p53 re-activation in reporter cells. H1299 p53-A138V BP100-luciferase reporter, luminescence, 24 h. Potency, µM (series often up to 92.2 µM), inactives show at the highest dose activity change, positive = activation, most hits filed as activators. 320,000 compounds, 0.063% hits; note: % of control where 0% means no effect; nearly all actives have a fitted effect of over 45% in size
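p53-null H1299 cells stably carrying temperature-sensitive p53-A138V and a BP100-luciferase reporter were pinned with compounds (4-point, 1:5 series) and held 24 hrs at 37 deg C. Luminescence was read 10 min after detection reagent.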
* hit, by the source's call; u = inconclusive; x = no result given; & = joins results of further samples; [ ] = another dose, or the depositor's remark. Unless noted, calls come from the whole dose curve; as a rule, active = well fitted curve in the direction sought with a large enough effect; inconclusive = small, poorly fitted or top-dose-only effect, or another doubt; inactive = no such curve, though single readings can be large; an effect the other way counts as inactive or inconclusive. Potency is the fitted concentration of half-maximal effect. The order is random; overall some 13% were active at least once.

SMILES | MBNL1 CUG block | RORgamma inh | Rab9 promoter act | FLuc modulator | NPC1 promoter act | uPA surface inh | Gal4-VP16 FLuc | ELG1 genotoxic | BRCA1 expr act | p53 reactivation
CC(=O)Nc1cccc(NC(=O)c2ccccc2OCc2c(C)noc2C)c1 | x | x | -3% | 3% | 1% | -4% | x | 0% | -18% | -4%
C=CCn1c(N2CCN(c3ccc(OC)cc3)CC2)nc2c1c(=O)[nH]c(=O)n2C | 3% | u | -1% | 5% | -5% | 7% | -12% | -6% | -12% | -6%
COc1ccc2[nH]c3c(c2c1)CCN1C(=O)N([C@@H](C)C(=O)NCc2c(F)cccc2Cl)C(=O)[C@]31C | 1% | 19% | -3% | 0% | 0% | -4% | -3% | -2% | -13% | x
CCOC(=O)c1c(C)oc2cc(Br)c(O)c(Br)c12 | 7% | -7% | 9% | u | 11% | -13% | 26% | u | -18% | 16%
CCOc1ccc(NC(=S)NC23CC4CC(CC(C4)C2)C3)cc1 | -3% | 3.2µM* | 0% | -1% | -1% | -11% | 2.8µM* | 2% | 6% | 10%
Cc1cc(C(=O)N2CCCC(C(=O)c3cccc(C(F)(F)F)c3)C2)nc(C)n1 (stereo unspecified) | -13% | 14% | -2% | 4% | -5% | -4% | -10% | 0% | -6% | 5%
CCOc1cc(/C=N/Nc2nc(-c3cccs3)c(NC(C)=O)s2)ccc1O | 7% | -5% | 1% | 27µM* | -1% | 3% | -2% | 1% | -17% | 7%
COc1ccccc1/C=N\NC(=O)c1c(C)nc2ccc(Cl)cn12 | 2% | u | 0% | -1% | -1% | 15% | u | -1% | -4% | 8%
CC1(c2cccc(Br)c2)NC(=O)N(CC(=O)NC2CCCCC2)C1=O (stereo unspecified) | x | x | -6% | -2% | -5% | 1% | x | -2% | -1% | -14%
Nc1nc(SCC(=O)N2CCCc3ccccc32)n[nH]1 | x | x | x | x | x | -27% | x | 4% | 0% | 4%
NC(=O)c1ccccc1Br | -5% | -1%&12% | -4% | -2% | 1% | 2% | -4%&-13% | 0% | 0% | -3%
Cc1cc(NC(=O)CCN2CCCCC2)ccc1Br | 1% | -7% | 3% | 3% | -7% | -13% | 6% | 1% | 32% | 8%
CCN(CC)c1cccc(OC(=O)c2cccnc2Cl)c1 | 3% | -1% | 5% | u | -4% | 4% | -16% | 8% | 0% | 7%
CCS(=O)(=O)c1ncc(Cl)c(C(=O)Nc2ccccc2OC)n1 | 5% | u | -53%[inhibitor] | -2% | -43%[inhibitor] | -12% | 1.4µM* | u | -55% | 11%
COC(=O)c1ccc(S(=O)(=O)c2ccc(C(=O)OC)s2)s1 | -3% | -13% | -4% | 3% | -3% | 9% | -6% | 2% | 15% | -13%

Taken from the results shown (2 entries):
SMILES | MBNL1 CUG block | RORgamma inh | Rab9 promoter act | FLuc modulator | NPC1 promoter act | uPA surface inh | Gal4-VP16 FLuc | ELG1 genotoxic | BRCA1 expr act | p53 reactivation
CCS(=O)(=O)c1ncc(Cl)c(C(=O)Nc2ccccc2OC)n1 | 5% | u | -53%[inhibitor] | -2% | -43%[inhibitor] | -12% | 1.4µM* | u | -55% | 11%
COC(=O)c1ccc(S(=O)(=O)c2ccc(C(=O)OC)s2)s1 | -3% | -13% | -4% | 3% | -3% | 9% | -6% | 2% | 15% | -13%

Next part:
SMILES | MBNL1 CUG block | RORgamma inh | Rab9 promoter act | FLuc modulator | NPC1 promoter act | uPA surface inh | Gal4-VP16 FLuc | ELG1 genotoxic | BRCA1 expr act | p53 reactivation
Cc1ccc(OC(=O)c2ccccc2P(=O)(O)O)cc1 | -7% | 6% | 13% | 0% | 1% | 10% | -6% | 11% | 36% | 2%
COc1ccc(CC(=O)Nc2c3c(nn2C(C)(C)C)CS(=O)(=O)C3)cc1 | -3% | -10% | 3% | 2% | 10% | 8% | 3% | 2% | -19% | -6%
COc1cccc(N2C(=O)CC(N3CCC(C(N)=O)(N4CCCCC4)CC3)C2=O)c1 (stereo unspecified) | -14% | 23% | 10% | 5% | -1% | x | -3% | -2% | -1% | -6%
O=C(CSc1nnc2ccc(-c3ccccn3)nn12)NCCc1ccccc1 | x | x | -5% | 6% | 1% | -1% | x | -4% | -17% | 0%
O=C1c2ccccc2C(=O)N1CCSc1nnc(-c2ccco2)n1Cc1ccccc1 | 11% | u | 10% | -2% | -2% | x | 9% | 2% | 5% | 8%
COc1ccccc1/C=C/CN1CCN(Cc2ccc(C)o2)C(CCO)C1 (stereo unspecified) | 0% | 9% | -2% | 1% | 1% | -7% | -7% | -4% | -5% | 0%
O=C(NC(=S)NCc1ccccc1)c1ccc2c(c1)OCO2 | u | 7.9µM* | 17% | u | 12% | 0% | 11µM* | 12% | 31% | u
Cc1cc(C)c(C)c(S(=O)(=O)N2CCN(CC(=O)Nc3ccc([N+](=O)[O-])cc3)CC2)c1C | -4% | 5% | -2% | 6% | -5% | -4% | -3% | 2% | -17% | 8%
Cc1ccc(N2CN=C3SCC(=O)N3C2)cc1C | 4% | 6% | -1% | 2% | -2% | 9% | -1% | -2% | 9% | 6%
CCCCn1cnc2c1c(=O)n(CC(=O)c1cc(C)n(C)c1C)c(=O)n2CC(C)C | -3% | 17% | -2% | 0% | 6% | -3% | 4% | 0% | -13% | 1%
CC(=O)C1=C(O)C(=O)N(Cc2ccccc2)C1c1cccc([N+](=O)[O-])c1 (stereo unspecified) | 8% | -3% | -4% | 1% | -3% | 3% | -3% | 0% | -3% | -2%
CCc1nnc2cccc(Cl)n12 | 6% | -17% | -7% | -2% | -2% | 9% | -1% | 0% | -12% | -3%
CCCCNC(=S)N(C)/N=C/c1c(C)[nH]c2ccccc12 | x | 13µM* | -5% | -3% | -4% | 4% | u | 2% | -48% | -2%
CCOC(=O)N1CCC(N2Cc3cccc(C(=O)Nc4ccc(F)cc4)c3C2=O)CC1 | -8% | 7% | -3% | -3% | -7% | 2% | -7% | 0% | -15% | -4%
COc1ccc(-n2cc(CNCc3cccnc3)c(-c3cccc(F)c3)n2)cc1 | -2% | 9% | -4% | 9.5µM* | 1% | -3% | -8% | -6% | 63% | -1%
COc1ccc(CC(=O)NC(C)c2nnc(SCc3nc4ccccc4c(=O)[nH]3)n2C)cc1 (stereo unspecified) | -5% | 4% | -3% | 0% | -3% | 1% | 1% | -3% | 11% | 3%
CC(=O)c1cccc(NC(=O)c2cc(C(C)C)on2)c1 | -5% | u | 4.5µM* | 6.7µM* | 0.63µM* | -21% | u | 9.2µM* | 3.2µM* | u
CCN(CC)CC(=O)Nc1ccc(C)cc1C(=O)c1ccccc1 | -7% | -1% | -4% | -1% | -3% | 0% | -6% | -3% | -17% | -1%
O=C(Nc1ccc(S(=O)(=O)Nc2ccnn2-c2ccccc2)cc1)C(F)(F)F | -2% | 3% | 2%[1.84 µM] | 0% | 2% | 1% | 7% | -6% | -30% | -1%
CCOC(=O)c1cccc(NC(=O)Cn2nc(C)n3cccc3c2=O)c1 | -16% | 1% | 0% | 5% | -2% | 11% | -1% | 1%[9.26 µM] | 0% | -3%
CC(NCC(=O)NCCc1ccc(S(N)(=O)=O)cc1)c1ccc(F)cc1 (stereo unspecified) | 13% | u | 4% | -3% | -2% | 2% | 0% | -12% | 12% | -3%
CC(=O)N1CCN(c2ccc(S(=O)(=O)N3CCCCC3)cc2[N+](=O)[O-])CC1 | x | x | x | x | x | -2% | x | -2% | -30% | -4%
O=C(COC(=O)/C=C/c1ccccc1)NCc1ccc(Cl)cc1 | 6% | -2% | 0% | -1% | -1% | 3% | -9% | -2% | -14% | 0%
COc1cccc(CN2CCN(Cc3ccccc3C(F)(F)F)CC2)c1 | -4% | -4% | 5% | 7% | -1% | 1% | 5% | -8% | -2% | x
CC(C)(C)C1CCC(=NNC(=O)CN(c2ccccc2)S(=O)(=O)c2ccccc2[N+](=O)[O-])CC1 (stereo unspecified) | 22% | -17% | 1% | 0% | 0% | -1% | -5% | 0% | 2% | 0%
C=CCNc1sc(C(=O)C2CC2)c(N)c1C#N | -1% | 2% | -1% | -1% | -2% | -3% | -1% | 1% | -37% | -6%
C=CCOC(=O)CCCCCCCC | x | 8% | -5% | -1% | 2% | -3% | u | 0% | -9% | -1%
Cc1ccc(S(=O)(=O)NCCC(=O)NCC(c2cccs2)N(C)C)cc1 (stereo unspecified) | x | x | -7% | 1% | -5% | 16% | x | -2% | -18% | -1%
Cc1nc2ccccc2n1/N=C/c1cccnc1 | 4% | -21% | 4% | 4% | 4% | 5% | 0% | 1% | -2% | -3%
O=C(Nc1ccc(Cl)cc1)c1cc2nc(C3CC3)cc(C(F)(F)F)n2n1 | -5% | 3% | 3% | -1% | 2% | x | 7% | 4% | -37% | 1%
C=CCNC(=S)NNC(=O)c1cccc(Br)c1 | -10% | u | 0% | 2% | 0% | -2% | u | 4% | -5% | 9%
Cc1nc2ccccc2n1Cc1ccccc1 | -1% | 1%[1.91 µM] | -8% | -4% | -6% | 1% | u | -6% | 2% | 3%
COc1cccc(C(=O)/C=C2\NCCc3cc(OC)c(OC)cc32)c1 | u | -18% | 4% | u | -1% | 4% | -19% | -3% | -25% | -10%
COc1ccccc1/C=C\C=N\NC(=O)c1ccco1 | u | u | u | u | 20% | -2% | u | u | -13% | 12%
O=C1CC(C(=O)Nc2ccc(C(=O)N3CCOCC3)cc2)C2(CCCCC2)O1 (stereo unspecified) | -1% | 27% | -7% | 6% | -2% | 5% | 21% | -1% | -15% | -5%
